Hsp90 Hop PPI: changes Hsp90-Hop TPR2A binding signal, up or down; AlphaScreen TPR2A-His6 binding biotin-Hsp90 C-terminal peptide; AID 595; Potency, µM (top dose mostly 57 µM), without a hit: top-dose activity change, negative = inhibition; 71,000 compounds, 0.44% hits; active = well fitted curve in either direction with a large enough effect; inconclusive = small, poorly fitted or top-dose-only effect, or another doubt; also: potency is read from the fitted curve at half-maximal effect; % is scaled to controls: 0 for no effect and ±100 for the full control effect; many of its hits are not listed in these tables
Luciferase inh: blocks Photinus pyralis firefly luciferase activity; purified firefly luciferase, luminescence, 8 min; Potency, µM (series often up to 57.1 µM), for the others: at the highest dose activity change, negative = inhibition, actives largely listed as inhibitors; 72,000 compounds, 2.2% hits; AID 411; also: potency is read from the fitted curve at half-maximal effect; % is scaled to controls: 0 for no effect and ±100 for the full control effect; nearly all actives have a fitted effect of over 40% in size
Target sequence (P08659 whole entry, looked up): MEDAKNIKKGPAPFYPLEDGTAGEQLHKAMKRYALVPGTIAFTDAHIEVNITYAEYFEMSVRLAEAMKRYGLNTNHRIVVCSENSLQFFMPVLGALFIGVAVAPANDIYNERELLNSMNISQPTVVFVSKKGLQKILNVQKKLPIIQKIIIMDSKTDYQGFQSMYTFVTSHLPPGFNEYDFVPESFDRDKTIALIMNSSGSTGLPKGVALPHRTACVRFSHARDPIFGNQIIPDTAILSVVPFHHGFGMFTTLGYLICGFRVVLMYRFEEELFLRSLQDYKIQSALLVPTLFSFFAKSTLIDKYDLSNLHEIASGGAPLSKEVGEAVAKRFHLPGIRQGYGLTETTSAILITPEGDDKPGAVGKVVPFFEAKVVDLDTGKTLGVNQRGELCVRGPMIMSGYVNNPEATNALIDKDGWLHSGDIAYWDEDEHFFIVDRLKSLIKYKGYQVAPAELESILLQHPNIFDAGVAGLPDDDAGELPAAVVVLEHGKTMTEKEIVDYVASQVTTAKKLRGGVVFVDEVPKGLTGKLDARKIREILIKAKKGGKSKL
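Here, luciferase activity is measured as luminescence following an 8 min room-temperature reaction at 10 uM ATP, pH 7.2. Every library sample is titrated.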
15-hLO inh: inhibitors of human 15-lipoxygenase (ALOX15); 74,000 compounds, 1.4% hits; P16050; purified 15hLO-1, xylenol orange hydroperoxide absorbance; Potency, µM (highest dose often 57.1 µM), for inactives: top-dose activity change, negative = inhibition, hits mostly inhibitors; also: potency is read from the fitted curve at half-maximal effect; % is scaled to controls: 0 for no effect and ±100 for the full control effect; nearly all actives have a fitted effect of over 55% in size
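40 nM 15hLO-1 + cpd, 15 min RT; start w/ 50 uM AA (final), 6 min RT; stop/detect w/ 200 uM XO + 300 uM Fe(II) in 50 mM H2SO4, 30 min; A573/A405. Buffer 25 mM Hepes pH 7.5, 0.01% Triton X-100. No-enzyme wells as negative control.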
Tau filament bind: binds recombinant human tau filaments. P10636. recombinant tau filaments, thioflavin S fluorescence, 15 h; filaments grown with octadecylsulfate alongside compound. Potency, µM (top dose mostly 57.1 µM), for the others: at the top dose activity change, negative = inhibition. 71,000 compounds, 2% hits;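 also: potency is read from the fitted curve at half-maximal effect; % is scaled to controls: 0 for no effect and ±100 for the full control effect; actives lower thioflavin S fluorescence by blocking filaments or displacing dye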
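Tau 2 uM in ThS buffer dispensed; compound added; 60 uM ODS added (finals 1 uM tau, 30 uM ODS); 15 h 37 C; fluor ex450/em510.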
Rhodamine fluor: compound fluoresces in the rhodamine spectral region; Rhodamine-region fluorescence, 547/598 nm, Tris buffer; stronger effect = higher value; max dye-equivalent concentration, M; 59,000 compounds, 0.05% hits; AID 594; in the data active = max dye-equivalent concentration above about 11 nM; inconclusive = between about 1.1 nM and that limit
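Compound fluorescence in 100 mM Tris, pH 8.0, read after 15 min at room temperature with 547 nm excitation and 598 nm emission. Output is dye-equivalent concentration from an on-plate rhodamine standard series.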
Pol III holo inh: blocks replication by bacterial DNA polymerase III holoenzyme. Potency, µM (top dose mostly 57.1 µM), for inactives: top-dose activity change, negative = inhibition. 71,000 compounds, 0.25% hits. AID 603. reconstituted DNA polymerase III holoenzyme replication, biochemical; also: potency is read from the fitted curve at half-maximal effect; % is scaled to controls: 0 for no effect and ±100 for the full control effect
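Reconstituted *E. coli* holoenzyme (0.35 nM Pol III, 1 nM beta, 154 nM SSB, 2 nM primase) was preincubated with compound for 15 min at RT. Synthesis on 1.4 nM ssM13Gori ran 35 min, then was stopped with PicoGreen/EDTA and read as dsDNA fluorescence.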
HBB splice mod: alters splicing of the hemoglobin beta chain. HBB splicing reporter cell assay, activation; EGFP reporter with mutant IVS2-654 intron; response scale: normalised to 500 nM splice-correcting PNA. Potency, µM (top dose mostly 46.1 µM), for the others: at the highest dose activation, most hits filed as activators. 65,000 compounds, 0.06% hits. AID 925; also: potency is read from the fitted curve at half-maximal effect; 0% is about no effect
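HeLa cells stably expressing EGFP interrupted by mutant beta-globin intron 2 (IVS2-654), 500/well in 2% FCS. Treated with compound for 2 days at 37C. Splicing correction scored as total well GFP intensity (488 nm excitation, 500-520 nm emission); 500 nM antisense PNA served as control.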
CRE Fsk mod: alters forskolin-stimulated CRE reporter signaling in CHO cells | AID 662 | CHO CRE-bla reporter (cAMP response element driving beta-lactamase), forskolin EC10, beta-lactamase ratio | Potency, µM (series often up to 38.2 µM), without a hit: at the highest dose activity change, negative = inhibition, usual class: activators | 71,000 compounds, 2.5% hits; active = well fitted activation curve with a large enough effect in the signal ratio, with a control signal flat, not every such curve was filed as active; inconclusive = small, poorly fitted or top-dose-only effect, or effect the other way, or a change in a side signal; the % refers to the signal ratio; also: potency is read from the fitted curve at half-maximal effect; % of control where 0% means no effect
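Modulation of forskolin-driven signalling is measured in CHO cells carrying a CRE-controlled beta-lactamase reporter. Cells are stimulated with EC10 NKH 477 in the presence of titrated compound for 3 h at 37 °C, then loaded with CCF4 for 2 h at room temperature.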
ERK AVP block: inhibitors of vasopressin-stimulated ERK signaling pathway; HEK293-V1b, vasopressin-stimulated pERK AlphaScreen; Potency, µM (top dose mostly 57.5 µM), for the others: at the top dose activity, negative = inhibition, usual class: inhibitors; 72,000 compounds, 0.99% hits; AID 995; also: potency is read from the fitted curve at half-maximal effect; % is scaled to controls: 0 for no effect and ±100 for the full control effect; nearly all actives have a fitted effect of over 55% in size
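Overnight-seeded V1b-HEK293 cells in 1% FBS got compound, then vasopressin (25 nM final, 5 min, 37C), then lysis buffer. AlphaScreen detection of phospho-ERK; activity normalized to basal and full-stimulation controls.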
HADH2 inh: HADH2 (human) dehydrogenase inhibition; recombinant HADH2, NADH fluorescence, beta-hydroxybutyryl-CoA; 73,000 compounds, 3.4% hits; Potency, µM (series often up to 57.1 µM), inactives show top-dose activity change, negative = inhibition, usual class: inhibitors; also: potency is read from the fitted curve at half-maximal effect; % is scaled to controls: 0 for no effect and ±100 for the full control effect; nearly all actives have a fitted effect of over 60% in size; many of its hits are not listed in these tables
Target sequence (Q99714 whole entry, looked up, one chain of several): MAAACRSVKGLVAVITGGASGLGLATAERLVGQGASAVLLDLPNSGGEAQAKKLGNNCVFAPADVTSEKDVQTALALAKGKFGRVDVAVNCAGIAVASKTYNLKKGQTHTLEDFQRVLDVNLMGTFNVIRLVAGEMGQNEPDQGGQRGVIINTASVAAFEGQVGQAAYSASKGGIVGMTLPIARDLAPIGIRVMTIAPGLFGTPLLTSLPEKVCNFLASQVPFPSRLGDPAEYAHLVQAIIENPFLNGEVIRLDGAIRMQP
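Activity measured as NADH fluorescence gain (360/450 nm), taken as the change between first and last reads of a 4-min kinetic run. Conditions: pH 9.0 Tris buffer, 20 nM E. coli-expressed His-tagged enzyme, 1 mM NAD+, 90 uM beta-hydroxybutyryl-CoA; 15-min compound preincubation.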
Texas Red fluor: compounds fluorescent in Texas Red spectral region; AID 587; Compound fluorescence, Texas Red channel, 547/618 nm; stronger effect = higher value; max dye-equivalent concentration, M; 59,000 compounds, 0.06% hits; in the data active = max dye-equivalent concentration above about 10 nM; inconclusive = between about 1.1 nM and that limit
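Texas Red-region profiling: compounds in 100 mM Tris pH 8.0 were read at 547/618 nm after 15 min at room temperature. Intensities were normalized against a six-point Texas Red standard series to give dye-equivalent concentration.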
An asterisk follows results filed as active; i = inactive; u = inconclusive; x = no result given; [ ] = dose if it differs, or a comment. Unless noted, calls follow the shape of the dose curve; as a rule, active = well fitted curve in the direction sought with a large enough effect; inconclusive = small, poorly fitted or top-dose-only effect, or another doubt; inactive = no such curve, though single readings can be large; an effect the other way counts as inactive or inconclusive. This is a subset. The share of hits here may be higher or lower than overall.

SMILES	Hsp90 Hop PPI	Luciferase inh	15-hLO inh	Tau filament bind	Rhodamine fluor	Pol III holo inh	HBB splice mod	CRE Fsk mod	ERK AVP block	HADH2 inh	Texas Red fluor
C=CCn1c(SCC(=O)NCC(=O)OCC)nnc1-c1cccc(OC)c1	-5%	0%	7%	-1%	i	0%	1.9%[0.369 µM]	10%	-1%	-6%	i
O=c1cc[nH]c2cc(C(F)(F)F)ccc12	-3%	2%	2%	2%	i	6%	0.7%	-10%	20%	-30%	i
CCOC(=O)CC(C#N)c1c[nH]c2ccccc12 (stereo not given)	12%	1%	3%	3%	i	-4%	-0.7%	-16%	-1%	1%	i
Cc1noc(C(=O)NCc2cccnc2)c1Cl	0%	3%	4%	-6%	x	-2%	0.7%	-5%	-4%	-1%	x
O=C1CN(C(=O)c2cnccn2)c2ccccc2N1	-5%	3%	5%	0%	i	-2%	0.2%[57.5 µM]	-7%	-11%	2%	i
NCCNC(=S)S	0%[11 µM]	-2%[11.4 µM]	u	-6%[11.4 µM]	i	-3%[11.4 µM]	1.8%[9.22 µM]	16%[7.6 µM]	-17%[11.5 µM]	0.5µM*	i
Cc1cccc(C)c1N1CCN(S(=O)(=O)c2ccc(F)cc2)CC1	18%	3%	-7%	-22%	i	-2%	2.9%	13%	57%[activator]	-3%	i
CCOc1cc(N2CCOCC2)c(OCC)cc1NC(=O)Cc1cn2ccsc2n1	u	0%	u	-7%	i	-14%	-5.2%	u	u	-3%	i
Cn1c(=O)oc2cc(S(=O)(=O)N3CCC(C(=O)N4CCN(c5ccccc5)CC4)CC3)ccc21	-4%[2.3 µM]	9%	-2%	23%	x	-2%	-0.3%	-18%	-29%	-5%	x
CCCCCCCCCCCCCC(=O)O[C@H](CC(=O)O)C[N+](C)(C)C	-3%	-1%	5%[25.6 µM]	18%	x	-8%	x	u	-3%	19%	x
COCc1cc(=O)n2[nH]c(C)cc2n1	-5%	2%	-3%	-12%	i	-6%	-1.4%	u	-1%	25µM*	u
CCSc1ccccc1C(=O)Nc1cccc(OC)c1	1%	0%	-5%	0%	i	-6%	-0.7%	-1%	-15%	6%	u
O=S(=O)(Cc1ccccc1)N1CCN(Cc2ccccc2)CC1	-2%	0%	2%	-6%	i	-4%	-1.3%	-4%	-1%	1%	i
CCC(=NCCN1CCNCC1)C1=C(O)CC(C)(C)CC1=O	-6%	-1%	-1%	14%	i	-4%	x	-3%	-4%	-7%	i
c1ccc(C(Cc2nc(-c3cccnc3)no2)c2ccccc2)cc1	27%	1%	-1%	68%	x	-3%	0.0%	12%	u	1%	x
CCOC(=O)c1ccc2c(c1)C1C=CCC1C(C(=O)O)N2 (stereo not given)	-21%	-13%	u	u	i	16µM*	-1.0%	u	-23%	4µM*	i
Cc1noc(C)c1C(=O)N1CCC2(CCCN(c3ncccn3)C2)CC1	-3%	0%[11.4 µM]	6%	2%	i	-3%	3.5%	-8%	-12%	9%	u
Cc1cccc(CNc2nc(-c3c(C)noc3C)nc3ccccc23)c1	12%	1%[2.29 µM]	-6%	45%	i	-4%	-3.1%	u	0%	u	i
Nc1nnc(SCc2cccc(C(F)(F)F)c2)s1	-6%[11 µM]	-2%	-7%[11.4 µM]	-12%[11.4 µM]	x	-7%[11.4 µM]	-1.0%[0.0738 µM]	u	-7%	4%[11.4 µM]	x
O=C(C1CCN(S(=O)(=O)c2cccnc2)CC1)N1CCN(c2ccccc2Cl)CC1	-3%	1%	-2%	14%	i	0%	2.8%	u	-11%	-6%	i
COc1ccc(C2C(C(=O)N3CCN(C)CC3)c3ccccc3C(=O)N2C2CCCCC2)cc1 (stereo not given)	-2%	1%	2%	-7%	i	-6%	0.6%	u	13%	-4%	i
COc1cc(C(=O)OCCCN2CCCN(CCCOC(=O)c3cc(OC)c(OC)c(OC)c3)CC2)cc(OC)c1OC	-1%	-2%	-12%[25.6 µM]	u	i	-2%	0.7%[20.6 µM]	u	u	12%	i
CCOC(=O)N1CCC(NC(=O)c2cnn3c2NC(c2ccco2)CC3C(F)(F)F)CC1 (stereo not given)	-30%	5%	u	i	i	8%	9.2%	-8%	u	-7%	i
O=C(NCC(=O)N(c1ccc2c(c1)OCO2)C(C(=O)NC1CCCC1)c1cccs1)c1ccco1 (stereo not given)	-2%	5%	-6%	40%	i	-2%	-1.0%	-12%	17%	11%	i
c1ccc(N2CCN(c3nc4cc5c(cc4s3)OCO5)CC2)cc1	-3%	u	13µM*	-1%	i	-9%	0.6%[57.5 µM]	3%	2%	7.9µM*	i
(more compounds)
SMILES	Hsp90 Hop PPI	Luciferase inh	15-hLO inh	Tau filament bind	Rhodamine fluor	Pol III holo inh	HBB splice mod	CRE Fsk mod	ERK AVP block	HADH2 inh	Texas Red fluor
COC(=O)C(C#N)C(c1cccnc1)c1c(C)[nH][nH]c1=O (stereo not given)	-1%	1%	17%	28%	i	-7%	-0.7%	-11%	-26%	3%	i
CCc1c(C)c2ccc(OCC(=O)OC(C)C)c(C)c2oc1=O	2%	2%	-4%	320%	i	0%	3.7%	23%	u	25µM*	u
CCCCC(=O)Nc1ccc(NC(=O)C2CC2)cn1	-2%	1%	1%	-13%	i	-3%	0.0%[57.5 µM]	7%	-18%	-11%	i
O=S(=O)(c1cc(C(F)(F)F)ccc1Cl)N1CCCCCC1	24%	3%	6%	-3%	i	-2%	x	-2%	-2%	0%	i
CC(C)c1c(O)nc(SCC(=O)Nc2ccc3c(c2)CCC3)[nH]c1=O	-2%	1%	4%	-4%	i	7%	x	-4%	-10%	4%	i
O=C1C(c2ccccn2)=[N+]([O-])c2ccccc21	u	-6%	16%[25.6 µM]	u	x	-1%	x	-16%	-2%	-27%	x
CCCn1cnc2cc(NCc3cccc(OC)c3O)ccc21	-8%	16µM*	9%	-7%	i	-4%	-0.9%[1.84 µM]	u	-17%	u	u
CC12CCC(C(=O)NCc3ccco3)(OC1=O)C2(C)C (stereo not given)	-6%	1%	0%	8%	x	0%	-0.2%	5%	-7%	14%	x
O=C(NCCc1ccccc1)C1c2ccccc2C(=O)N1C1CC1 (stereo not given)	-2%	0%	7%	11%	i	3%	-3.8%	u	25%	8%	i
COC(=O)/C=c1\sc2n(c1=O)C(C)=CC(C)(C)N=2	-2%	-1%	5%	3%	i	-5%	4.3%[0.369 µM]	10%	u	-5%	i
O=C(CN1CCCCC1)N1CCN(C(=O)CN2CCCCC2)CC1	-2%	0%	2%	-11%	x	2%	-0.9%	2%	-22%	-4%	x
CCc1nc2nc(C)cc(Nc3cccc(C(F)(F)F)c3)n2n1	-3%	2%	-11%	-4%	i	-3%	-1.8%	4µM*	-21%	-2%	i
CCOC(=O)C1=C(C)OC(N)=C(C(=O)OCC)C1c1ccncc1 (stereo not given)	-3%	-1%	-2%	-13%	x	5%	0.8%	11%	5%	0%	x
COc1cccc(CN2CCN(C(=O)c3cccs3)CC2)c1OC	-3%	0%	6%	2%	x	-3%	-0.4%[9.22 µM]	-2%	-13%	-11%	x
Cc1sc2ncnc(SCC(=O)NC(=O)NCc3ccco3)c2c1C	-1%	2%	-19%	45%	i	5%	0.0%	13µM*	17%	-10%	i
CS(=O)(=O)NCc1ccc(C(=O)NCCOc2ccccc2)cc1	-3%	-17%	17%	-7%	i	0%	0.4%	-5%	-12%	-2%	u
CC(=O)OC[C@H]1O[C@@H](O/N=C2/[C@H]3O[C@@H]3[C@@H](O)[C@H]3[C@H]2CCn2c(=O)n(-c4ccccc4)c(=O)n23)[C@H](OC(C)=O)[C@@H](OC(C)=O)[C@@H]1OC(C)=O	x	-2%[11.4 µM]	5%[11.4 µM]	x	x	x	0.3%[9.22 µM]	x	12%[11.5 µM]	-4%[11.4 µM]	x
Cc1cc(NC(=O)COC(=O)CCC(=O)c2ccc(F)cc2)no1	1%	-2%	5%	9%	i	-2%	0.0%[57.5 µM]	5%	-19%	0%	i
CCOC(=O)c1cc(-c2ccncc2)nc2c1c(C)nn2-c1ccccn1	-22%	4%	-20%	u	i	-14%	-0.2%[57.5 µM]	3.2µM*	-12%	8%	i
O=S(=O)(c1ccc(Br)s1)N1CCN(c2ccccc2)CC1	21%	0%	-7%	-5%	i	-3%	-1.7%[57.5 µM]	-8%	34%[activator]	-3%	i
